High-throughput results: PubChem, National Center for Advancing Translational Sciences (NCATS)
3T3 cytotox – kills NIH 3T3 cells; AID 1345082; Potency, µM (doses to about 96.7 µM), for the others: at the top dose activity change, negative = cytotoxicity, usual class: inhibitors; NIH 3T3 viability, CellTiter-Glo ATP luminescence, 48-72 h; 4.3% of 94,000 active; note: potency is the fitted concentration of half-maximal effect; nearly all actives have a fitted effect of over 55% in size
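Cells were seeded at 400 per well, treated with pin-transferred compound, and kept 48 or 72 hr at 37 °C before CellTiter-Glo addition and luminescence imaging of cellular ATP.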
IP6K1 inh – inhibitors of human IP6K1. Q92551. 0.81% of 140,000 active. activity change, % (series mostly up to about 58 µM). AID 1645851. IP6K1 kinase, ADP-Glo luminescence, 2 h; active compounds read low; in the data active = activity change below about -25%
Target sequence (Q92551 whole entry, looked up): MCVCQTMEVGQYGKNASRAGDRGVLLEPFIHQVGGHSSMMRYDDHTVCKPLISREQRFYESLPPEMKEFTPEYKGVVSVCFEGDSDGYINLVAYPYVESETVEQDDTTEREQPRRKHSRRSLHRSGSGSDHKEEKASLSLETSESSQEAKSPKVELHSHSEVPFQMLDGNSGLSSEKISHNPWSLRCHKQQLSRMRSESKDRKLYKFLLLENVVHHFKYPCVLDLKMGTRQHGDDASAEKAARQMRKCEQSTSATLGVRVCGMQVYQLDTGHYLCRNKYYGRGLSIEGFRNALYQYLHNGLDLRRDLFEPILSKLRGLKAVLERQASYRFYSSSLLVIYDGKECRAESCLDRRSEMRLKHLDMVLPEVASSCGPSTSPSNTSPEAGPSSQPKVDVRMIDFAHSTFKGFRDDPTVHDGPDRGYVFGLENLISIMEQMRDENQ
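ADP-Glo luminescence measures ADP made by human IP6K1 during a 2 h RT reaction with ATP/IP6 (mix at 1.3 mM/130 uM); top library doses 57.5 and 19.1 uM final.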
HEK293 tox – HEK 293 cell cytotoxicity; Potency, µM (titrated, usually from 115 µM), for inactives: at the top dose activity change, negative = cytotoxicity, most hits filed as inhibitors; 6.6% of 94,000 active; HEK 293 viability, ATP luminescence (CellTiter-Glo), 48-72 h; note: potency is the fitted concentration of half-maximal effect; nearly all actives have a fitted effect of over 60% in size
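Read-out: CellTiter-Glo ATP luminescence. Cells: HEK 293, 250 cells/well. Exposure: 48 or 72 hr, 37 degree Celsius.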
SNCA expr inhib – reduces expression of the alpha-synuclein gene | HEK-293 SNCA-luciferase knock-in, luminescence, 24 h | Potency, µM (doses to about 57.2 µM), for inactives: top-dose activity change, negative = inhibition, actives largely listed as inhibitors | 0.17% of 140,000 active;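 note: potency is the fitted concentration of half-maximal effect; plate controls were DMSO cells for no effect and cell-free wells for full effect; nearly all actives have a fitted effect of over 45% in size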
HEK293 viab – cell viability loss counter-screen; HEK-293-SNCA-luc viability, GF-AFC fluorescence, 24 h; Potency, µM (titrated, usually from 57.1 µM), for the others: top-dose activity change, negative = cytotoxicity, actives largely listed as cytotoxic; 0.12% of 150,000 active;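 note: potency is the fitted concentration of half-maximal effect; 0% = DMSO-treated cells and -100% = medium-only wells without cells; nearly all actives have a fitted effect of over 30% in size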
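HEK-293-SNCA-luc cells (1500/well) plated 24 h, then exposed 24 h to a dilution series; GF-AFC added 30 min at 37C, fluorescence 405/540 nm; normalised to medium-only and DMSO wells, Hill fit.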
GPT2 inh – inhibitors of human GPT2 alanine aminotransferase | Recombinant GPT2, coupled pyruvate oxidase/HRP Amplex Red fluorescence | Potency, µM (doses to about 57.7 µM), for inactives: at the top dose activity change, negative = inhibition, usual class: inhibitors | 0.25% of 100,000 active | AID 1671188; note: potency is the fitted concentration of half-maximal effect; nearly all actives have a fitted effect of over 60% in size; many of its hits are not listed in these tables
Target sequence (Q8TD30 whole entry, looked up): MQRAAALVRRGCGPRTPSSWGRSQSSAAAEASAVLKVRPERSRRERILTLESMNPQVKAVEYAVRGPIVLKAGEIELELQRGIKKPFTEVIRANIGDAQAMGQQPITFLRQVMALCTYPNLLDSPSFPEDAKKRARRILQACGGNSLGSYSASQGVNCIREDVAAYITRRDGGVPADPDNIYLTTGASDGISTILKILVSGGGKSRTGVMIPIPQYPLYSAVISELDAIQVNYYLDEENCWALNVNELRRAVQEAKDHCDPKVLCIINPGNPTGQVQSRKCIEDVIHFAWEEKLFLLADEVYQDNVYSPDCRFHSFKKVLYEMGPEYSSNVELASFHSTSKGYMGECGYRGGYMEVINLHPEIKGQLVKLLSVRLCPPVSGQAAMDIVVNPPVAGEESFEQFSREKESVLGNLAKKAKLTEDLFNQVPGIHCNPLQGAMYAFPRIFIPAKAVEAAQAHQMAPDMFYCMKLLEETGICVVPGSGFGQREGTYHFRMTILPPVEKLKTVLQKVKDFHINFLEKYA
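GPT2 10ng/uL, a-KG 250uM, L-Ala 2mM, HEPES pH7.5 + 0.0001% Tween; 30 min RT. Then Amplex mix (PO/HRP/ThPP), 30 min RT dark, fluorescence. AOA 50uM used as positive control.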
FLuc inh – Photinus pyralis luciferase inhibition; purified P. pyralis luciferase, luminescence, biochemical; 2.5% of 76,000 active; AID 1347043; P08659; Potency, µM (doses to about 115 µM), without a hit: at the top dose activity change, negative = inhibition, usual class: inhibitors; note: potency is the fitted concentration of half-maximal effect; nearly all actives have a fitted effect of over 65% in size
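Purified 10nM P. pyralis luciferase with 10uM D-luciferin and 10uM ATP in 50mM Tris acetate pH 7.5, 10mM Mg acetate, 0.01% Tween-20, 0.05% BSA. qHTS titration; luminescence read by CCD imager.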
Numbers without * were called inactive; i = inactive; ? = inconclusive; nt = no result given; & = joins results of further samples; [ ] = another dose, or the depositor's remark. Unless noted, calls come from the whole dose curve; as a rule, active = well fitted curve in the direction sought with a large enough effect; inconclusive = small, poorly fitted or top-dose-only effect, or another doubt; inactive = no such curve, though single readings can be large; an effect the other way counts as inactive or inconclusive. Unless noted, % is set by controls: 0 for no effect and ±100 for the full control effect. Hits appear at their usual frequency. About 7.7% of those tested had a hit in this group.

# | SMILES | 3T3 cytotox | IP6K1 inh | HEK293 tox | SNCA expr inhib | HEK293 viab | GPT2 inh | FLuc inh
1 | Cc1ccc(CNC(=O)C2CCCN(c3cnn(C)c(=O)c3)C2)o1 (centres undefined) | -5% | 14 | -1% | 2% | 0% | -12% | -7%
2 | O=C1N(CCc2ccccc2)c2ccccc2C12CCN([S+](=O)([O-])c1cccc(C(F)(F)F)c1)C2 (centres undefined) | ? | 13&21 | ? | -13%&-26% | 4%&5% | -2%&-1% | 0%&-2%
3 | CCC(CC)NC(=O)CCC1CCN(C(=O)c2ccc(C)cc2)CC1 | -6% | 30 | -11% | 7% | -27% | i | 40µM*
4 | Cc1ccccc1C(=O)Nc1cccc(OCc2cc(=O)n3c4c(sc3n2)CCCC4)c1 | nt | -20 | nt | 20% | 5% | nt | nt
5 | COc1cccc(CN2C[C@@H](CO)[C@H](NC(=O)C3CC3)C2)c1OC | i | 0 | i | 11% | 0% | i | 2%
6 | O=C(CC[C@H]1NC(=O)c2ccccc2NC1=O)NCCn1cnc2ccccc2c1=O | i | 12 | 13% | ? | -4% | i | 10%
7 | CCn1c(=O)c2sccc2n2c(CCC(=O)Nc3ccc(F)cc3)nnc12 | nt | -7 | nt | 15% | -5% | nt | nt
8 | O=S(=O)(c1cccc(Cl)c1)c1nnn2c1nc(NCc1ccc3c(c1)OCO3)c1sccc12 | nt | 7 | nt | 21% | 1% | nt | nt
9 | Cc1ccccc1NC(=O)Cn1c(=O)n(Cc2ccccc2)c(=O)c2c(C)c(C)sc21 | nt | 30 | nt | ? | -6% | nt | nt
10 | CC(C)CC(=O)N1CCC(c2nc(C3CCOCC3)no2)CC1 | -4% | 9 | -2% | 4% | -4% | -6% | -4%
11 | COc1ccc(-n2nc(C)c([C@@H]3C=C[C@@H](NC(=O)Nc4cccc(C#N)c4)C3)c2C)cc1 | ? | -3 | 89µM* | 131%[activator][87.6 µM] | -11%[87.6 µM] | 3%[88.5 µM] | 7.9µM*
12 | CN(C)C[C@@H]1CN(c2ccccn2)C[C@H]1NC(=O)c1ccoc1 | i | 9 | i | 0% | 1% | i | -4%
13 | Cc1cc(C)c2nc(-c3ccccn3)cc(C(=O)Nc3ccc(S(=O)(=O)Nc4onc(C)c4C)cc3)c2c1 | nt | -9 | nt | nt | -11% | i | nt
14 | Cc1noc(C)c1S(=O)(=O)N1C[C@@H](F)C[C@H]1C(=O)N1CCCCC1 | i | 12 | 4% | ? | -12% | i | -2%
15 | CCCC1(C(=O)O)CCCN(C(=O)c2cccc(OC)c2OC)C1 (centres undefined) | -13% | 1 | -16% | 9% | 0% | 5% | -10%
16 | COc1cccc(C(=O)N2CCc3nc(C4CC4)nc(-c4ccc(O)cc4)c3CC2)c1 | ? | 13 | ? | -7% | ? | ? | nt
17 | CCN(CC)Cc1cnc2c(C(=O)N3CCC(C(N)=O)CC3)cnn2c1 | i | 10 | -4% | -18% | 0% | i | -1%
18 | COc1cc2c(cc1-c1ccc(F)cc1)OCC(C)(C)CC2CO (centres undefined) | ? | -14 | ? | nt | nt | nt | nt
19 | COc1ccccc1NC(=O)c1c(NC(=O)COc2ccccc2)sc2c1CCCCC2 | nt | -3 | nt | -8% | 7% | nt | nt
20 | C=C1CCC2C(C)(COC(C)=O)CCCC2(C)C1CCC(C)CC(=O)O (centres undefined) | nt | 0 | nt | nt | -20% | 2%[27.3 µM] | nt
21 | Cc1noc(C)c1S(=O)(=O)N1CCCN(C(=O)C2CC2)C(c2ccccc2)CC(=O)NCC1 (centres undefined) | 1% | -5 | i | 8% | -3% | 5% | 4%
22 | Cc1cn2nc(C(=O)NCCc3cccs3)cc2c(N2CCSCC2)n1 | ? | 7 | ? | 5% | 2% | i | 2%
23 | CS(=O)(=O)N1CCCN(C(=O)NCc2ccc(F)cc2)CCNC(=O)CC1c1ccccc1 (centres undefined) | 4% | 2 | 2% | 18% | -3% | 0% | -1%
24 | COCCN1CC(CO)C2(CCN(Cc3ccc(OC)cc3OC)CC2)C1 (centres undefined) | ? | 28 | ? | 0% | 0%[12.5 µM] | -2% | 8%
25 | CCOC(=O)c1ccccc1NC(=O)CN1CCCN(Cc2cc(C)ccc2C)S1(=O)=O | nt | 16 | nt | -2% | 12% | nt | nt
26 | COc1cccc(CNC(=O)C2CCCN(c3nnc(-n4c(C)ccc4C)s3)C2)c1 (centres undefined) | nt | 8 | nt | -4% | -19% | nt | nt
27 | CC(C)c1noc(-c2cccn3c(CNC(=O)Cc4ccccc4Cl)nnc23)n1 | 2% | 6 | i | 4% | 7% | i | -5%
28 | Cc1nc2cnccn2c1C(=O)NCc1cccc(C(F)(F)F)c1 | ? | 4 | ? | nt | nt | nt | nt
29 | C=CCOc1c(OC)ccc2c1CN(Cc1ccccc1)C(=O)CCN2CC(O)Cc1ccccc1 (centres undefined) | ? | -4 | 50µM* | nt | nt | nt | nt
30 | Cc1ccnc(N2CCC(O)(c3ccc(F)cc3)CC2)n1 | -28% | -5 | -18% | 7% | -17% | 3% | 3%
31 | C=CCNC(=O)N1CCC(O)(c2csc(CN3CC[C@@H](O)C3)n2)CC1 | -5%[174 µM] | 2 | 4%[172 µM] | 3%[87.6 µM] | -2%[87.6 µM] | -3%[88.5 µM] | -3%[172 µM]
32 | COCCNC(=O)c1c(C)oc2c1CN(Cc1cccc(F)c1)CC2 | ? | 3 | ? | ? | -1% | 2% | 1%
33 | C[C@H](N)[C@H](O)c1cccc(O)c1 | nt | -9 | nt | -33%[25.6 µM] | -11%[23.9 µM] | -19% | nt
34 | CCC(=O)N(C1CCOCC1)C1CCN(S(=O)(=O)c2cccc(Cl)c2)CC1 | -17% | -3 | -4% | -28% | 0% | i | 6%
35 | COc1cc2ccccc2cc1C(=O)Nc1cc(-c2nc3ccccc3o2)ccc1C | nt | 21 | nt | ? | -4% | nt | nt
36 | Cc1cccc(Cc2cnc(NC(=O)C3Cc4ccc(C)cc4C(=O)O3)s2)c1 (centres undefined) | nt | 22 | nt | -11% | -13% | nt | nt
37 | CCOc1ccc2c(n1)CCN(C(=O)NCC(C)C)C2 | -20% | -10 | -17% | 31%[activator] | 0%[12.5 µM] | 3% | ?
38 | COc1ccc(CN2CCC3(Cc4ccccc4CNC3=O)C2)cc1OC (centres undefined) | -12% | -12 | -18% | -16% | 5% | -4% | nt
39 | NC(=O)[C@H](CC1CCCCC1)NC(=O)[C@@H]1CN(C(=O)c2cccnc2)CCN1C(=O)c1cccs1 | i | -1 | -11% | -16% | 2% | -1% | -2%
40 | CC(=O)c1cccc(NC(=O)C(Cc2ccccc2)NS(=O)(=O)c2ccc(Br)s2)c1 (centres undefined) | nt | 46 | nt | -21% | -1% | nt | nt
41 | CC(C)CCNC(=O)N1CCN(S(=O)(=O)c2ccc3c(ccn3C)c2)CC1 | nt | 25 | nt | 2% | 0% | nt | nt
42 | CCCN(CCC)C(=O)Cn1c(=O)n(-c2cccc(C)c2)c(=O)c2c1c1cc(OC)ccc1n2C | nt | -9 | nt | ? | ? | nt | nt
43 | COc1cccc(C(=O)N2CCc3nc(C)nc(-c4ccc(O)cc4)c3C2)c1 | -15% | 23 | -21% | 2% | 12% | i | 4%
44 | CC(=O)N1CCC(N2C[C@@H]3OCC(=O)N[C@@H]3C2)CC1 | ? | 4 | -1%[230 µM] | 3%[87.6 µM] | -3%[87.6 µM] | 3%[88.5 µM] | -2%[230 µM]
45 | CCCC(=O)N1Cc2ccccc2CC2(CCCCN2Cc2cccnc2)C1 (centres undefined) | -4% | -13 | -25% | 7% | -3% | -9% | nt
46 | CC(=O)Nc1ccc(S(=O)(=O)N2C[C@@H]3C[C@H](C2)c2c(-c4ccc(Cl)cc4)ccc(=O)n2C3)cc1 | 1% | 3 | i | -2% | -2% | i | 5%
47 | O=C(Cc1ccccn1)NC1CCN(C(=O)c2ccc(-c3cncnc3)cc2)CC1 | i | -14 | 4% | -4% | -1%[12.5 µM] | 5% | nt
48 | COCCOC1CCOC2(CCN(C(=O)CCn3nc(C)cc3C)CC2)C1 (centres undefined) | i | -5 | 16% | 1% | 7%[12.5 µM] | ? | -3%
49 | O=C(Cc1ccsc1)NCCC1CCN(C(=O)Nc2ccc(F)cc2F)CC1 | -20% | -13 | -10% | 7% | 3% | i | 4%
50 | COC(=O)[C@@H]1Cc2ncn(Cc3ccc(OC)cc3)c2CN1C(=O)COc1ccccc1 | ? | -7 | ? | -11% | -13% | i | -24%

(list continues)
no.	Molecule	3T3 cytotox	IP6K1 inh	HEK293 tox	SNCA expr inhib	HEK293 viab	GPT2 inh	FLuc inh
51	O=P(O)(O)C(Cl)(Cl)P(=O)(O)O	nt	nt	nt	8%	-3%	i	nt
52	CCCC[S+](=O)([O-])N1CC(=O)N(CCCc2ccccc2)CC(O)C1 (centres undefined)	-29%	-3	?	nt	nt	nt	nt
53	COc1ccc2[nH]c3c(c2c1)CCN(C)C31CCN(C(=O)Cc2cccnc2)CC1	-7%	0	-11%	3%	-2%[12.5 µM]	-8%	3%
54	Cc1cc(C[C@@H]2COC[C@@H]2NC(=O)CCCn2cnc3ccccc3c2=O)on1	-16%	1	-1%	-16%	5%	-8%	-5%
55	CN1CCN(Cc2nnc(C3CCN(C(=O)C4(N)CC4)CC3)n2C)CC1	-21%	6	-13%	7%	-1%	0%[11.5 µM]	4%
56	COc1ccc(-n2c(=O)c3ccc(C(=O)NCc4ccc(C)cc4)cc3n(Cc3ccc(Cl)cc3)c2=O)cc1	nt	1	nt	8%	2%	nt	nt

4 compounds picked at random from those above, as already listed:
no.	Molecule	3T3 cytotox	IP6K1 inh	HEK293 tox	SNCA expr inhib	HEK293 viab	GPT2 inh	FLuc inh
54	Cc1cc(C[C@@H]2COC[C@@H]2NC(=O)CCCn2cnc3ccccc3c2=O)on1	-16%	1	-1%	-16%	5%	-8%	-5%
53	COc1ccc2[nH]c3c(c2c1)CCN(C)C31CCN(C(=O)Cc2cccnc2)CC1	-7%	0	-11%	3%	-2%[12.5 µM]	-8%	3%
51	O=P(O)(O)C(Cl)(Cl)P(=O)(O)O	nt	nt	nt	8%	-3%	i	nt
52	CCCC[S+](=O)([O-])N1CC(=O)N(CCCc2ccccc2)CC(O)C1 (centres undefined)	-29%	-3	?	nt	nt	nt	nt
